SUMO1-SIM PPI: SUMO1-SIM interaction modulation | P63165 | SUMO1 binding to a labelled peptide, TR-FRET, 1 h | AID 602429 | inhibition, % at 20 µM | hit rate 0.33% among 360,000; in the data active means inhibition above about 37%
Target sequence (P63165 whole entry, looked up): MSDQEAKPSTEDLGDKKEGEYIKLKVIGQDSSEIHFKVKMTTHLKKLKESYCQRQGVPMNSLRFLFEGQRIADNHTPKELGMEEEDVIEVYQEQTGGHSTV
MsrA inhibitor: inhibits bovine methionine sulfoxide reductase A | purified bovine MsrA, absorbance read-out | inhibition, % at 15.5 µM | hit rate 0.75% among 360,000; in the data active means inhibition above about 4.5%;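 further: 0% = vehicle wells with enzyme and 100% = reference inhibitor wells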
Rpn11 inh: blocks the human proteasome subunit Rpn11; hit rate 0.59% among 360,000; human 26S proteasome, Ub4-pepOG fluorescence polarization; 20S core pre-blocked with epoxomicin; calls only at 20 µM;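 active means inhibition at 20 µM, scaled to each plate's controls, above about 33%, limit read from the data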
CSN inh: inhibitors of human CSN-mediated cullin deneddylation. hit rate 0.38% among 360,000. inhibition, % at 12.5 µM. Purified CSN, SCF-Nedd8-OG deneddylation, fluorescence polarization. Q92905. AID 651999;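 active means pattern-corrected inhibition above about 35%, with an unprinted fluorescence ratio check between 0.5 and 1.5, limit read from the data, passing the limit was not always enough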;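 further: 0% = enzyme with substrate and 100% = substrate without enzyme; some results filed as inactive read as strong as hits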
Target sequence (Q92905 whole entry, looked up, one chain of several): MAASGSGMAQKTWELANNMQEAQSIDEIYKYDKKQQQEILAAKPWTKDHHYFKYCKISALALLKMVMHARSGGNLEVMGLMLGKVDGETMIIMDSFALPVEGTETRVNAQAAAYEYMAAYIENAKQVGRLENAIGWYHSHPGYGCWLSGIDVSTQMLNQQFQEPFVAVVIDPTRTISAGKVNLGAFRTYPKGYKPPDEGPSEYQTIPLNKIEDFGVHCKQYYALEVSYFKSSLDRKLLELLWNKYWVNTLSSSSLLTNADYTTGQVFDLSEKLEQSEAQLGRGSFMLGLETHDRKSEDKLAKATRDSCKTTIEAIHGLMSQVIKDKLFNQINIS
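Detection – fluorescence polarization · System – HEK293T-derived human Csn5 enzyme · Controls – substrate-only high control, full reaction low control · Timing – 90 min, room temperature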
TbMetRS inhib: Trypanosoma brucei MetRS inhibition. inhibition, % at 11.9 µM. purified T. brucei MetRS, ATP depletion, Kinase-Glo luminescence. hit rate 0.4% among 360,000. AID 624268;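 active means inhibition above a per-plate cutoff of the control wells' mean inhibition plus 3 SD, cut at about 5.5% in these data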;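 further: 0% = DMSO wells median and 100% = median of wells with control inhibitor compound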
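assay system = parasite MetRS enzyme | timing = 15 min preincubation, 2 h reaction, all 25 °C | evaluation = percent inhibition relative to median high and low control wells | medium = HEPES buffer containing pyrophosphatase, BSA, spermine, DTT | compound = single dose, 11.9 µM final nominal, 0.9% final DMSO | detection = Kinase-Glo luminescence, ATP depletion format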
NadD block: NadD (S. aureus) enzyme inhibition | purified NadD enzyme, colorimetric absorbance read-out | inhibition, % at 20 µM | hit rate 0.78% among 360,000 | AID 602399; in the data active means inhibition above about 26%; further: some compounds past the cut are filed as inactive
DNMT1 inh: DNMT1 (human) enzyme inhibition | inhibition (reported as % activation of signal), % at 10 µM | P26358 | AID 588458 | DNMT1 molecular beacon, Hinp1I cleavage, fluorescence | hit rate 0.83% among 360,000; in the data active means inhibition above about 50%
LMPTP block: LMPTP (human) inhibition. inhibition, % at 20 µM. AID 651560. recombinant LMPTP-A, OMFP fluorogenic substrate, fluorescence intensity. hit rate 0.22% among 360,000. P24666;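 active means compounds that cut the enzyme signal by at least half of the control window in the single-dose screen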;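 further: plate controls were DMSO wells with enzyme plus substrate for no effect and substrate without enzyme for full effect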
Target sequence (P24666 whole entry, looked up): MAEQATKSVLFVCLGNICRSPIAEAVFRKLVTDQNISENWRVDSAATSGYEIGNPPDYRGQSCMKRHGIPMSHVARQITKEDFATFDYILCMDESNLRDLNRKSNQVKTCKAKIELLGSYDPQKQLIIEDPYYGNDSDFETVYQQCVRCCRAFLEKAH
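Test system: LMPTP-A phosphatase enzyme; input: 0.625 nM LMPTP-A final; reagent: OMFP substrate, 400 µM final; compound dosing: 20 µM single dose, 3% DMSO; incubation: 50 min dark incubation at room temperature; measured by: endpoint fluorescence intensity from OMFP dephosphorylation; measure: % inhibition relative to no-enzyme and uninhibited control wells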
STEP inh: STEP (human) phosphatase inhibition; P54829; recombinant STEP, OMFP fluorogenic substrate, fluorescence; inhibition, % at 20 µM; hit rate 0.25% among 360,000;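 active means inhibition at 20 µM, scaled per plate between control wells, above about 37%, limit read from the data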;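 further: 0% = DMSO with enzyme and substrate and 100% = substrate only without enzyme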
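Material: STEP (striatal-enriched tyrosine phosphatase) enzyme, cell-free; Compound dosing: 20 µM single dose in 1% DMSO; Technique: fluorescence read at 480 nm ex / 540 nm em; Times: reaction 20 min, ambient temperature; Medium: 50 mM Bis-Tris pH 6.0 with 2.5 mM DTT and 0.005% Tween 20; Also added: OMFP at 25 µM.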
Scp1 inh: inhibitors of human Scp-1 phosphatase. Recombinant Scp1, phosphopeptide, malachite green phosphate absorbance. inhibition, % at 20 µM. AID 493091. hit rate 0.88% among 340,000. Q9GZU7;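 active means inhibition above about 50% at 20 µM, limit read from the data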;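 further: plate controls were DMSO wells with enzyme for no effect and wells lacking enzyme for full effect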
Target sequence (Q9GZU7 76-261 limits assumed): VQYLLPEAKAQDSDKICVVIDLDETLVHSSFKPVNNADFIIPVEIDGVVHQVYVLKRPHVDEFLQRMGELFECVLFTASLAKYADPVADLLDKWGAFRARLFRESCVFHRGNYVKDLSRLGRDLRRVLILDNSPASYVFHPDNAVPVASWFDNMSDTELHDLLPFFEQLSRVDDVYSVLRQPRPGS
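Test system – truncated SCP-1 phosphatase (76-261aa) · Reagent – Phosphorylated 17-residue peptide substrate · Incubation – 45 min room-temperature reaction, 5 min colour, 30 min stabiliser · Detection – colorimetric phosphate reagent with accelerator and stabiliser, absorbance at 630 nm · Measure – % inhibition at 20 µM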
* = called active by the depositor; i = inactive; x = not tested or not shown.

Every second line gives: SUMO1-SIM PPI, MsrA inhibitor, Rpn11 inh, CSN inh, TbMetRS inhib, NadD block, DNMT1 inh, LMPTP block, STEP inh, Scp1 inh
#1 CC1(C)CC(=O)c2cc(C(=O)N3CCN(CCO)CC3)c(=O)n(-c3ccc(Cl)cc3)c2C1
    0, 0.0, i, -5, -0.5, -3, 2, -1.3, 0, -7
#2 Cc1c(C(=O)CN2CCN(c3ccccc3)CC2)c2ccccc2n1C
    -6, 0.3, i, -2, -0.2, 0, 0, 0.3, 0, -9
#3 O=C(NCCc1ccccc1F)[C@@H]1CSC2c3ccccc3C(=O)N21 (stereo partly drawn)
    1, 0.4, i, 2, -0.2, -2, -2, 0.9, 0, -2
#4 COCCNC(C(=O)Nc1ccc([N+](=O)[O-])cc1Br)c1ccccc1 (stereo not drawn)
    -20, 2.0, i, -4, -0.6, 3, 1, 0.6, 0, 0
#5 CCC(=O)N1CCN=C1SCc1ccccc1
    1, -0.1, i, -8, -0.3, 10, -3, -0.9, 3, -2
#6 COc1ccc2c(c1OC)C(=O)N1c3ccccc3N=C(c3ccc([N+](=O)[O-])cc3)CC21 (stereo not drawn)
    -25, 0.2, i, 2, 1.0, 8, 62*, -0.1, 0, -4
#7 O=C(Nc1cccc(O)c1)C1CCCN1C(=O)OCc1ccccc1 (stereo not drawn)
    -2, 0.2, i, 1, -1.1, 1, -1, 0.3, 0, -3
#8 COc1cc(C2NC(=O)NC(C)=C2C(=O)OCC2CCCO2)cc(OC)c1OC (stereo not drawn)
    -2, 2.2, i, 0, -0.5, 3, 2, -0.3, -3, -4
#9 CN1c2ccsc2C(O)=C(C(=S)Nc2ccccc2)S1(=O)=O
    -3, 4.4, i, 3, 0.2, -7, -4, 0.5, 0, -12
#10 Cc1cccc(OCCC(=O)Nc2ccc(F)c(F)c2)c1
    -1, 0.2, i, -1, -0.4, -9, 2, -0.1, -5, 3

Structures listed so far shown as hits in DNMT1 inh.
Every second line gives: SUMO1-SIM PPI, MsrA inhibitor, Rpn11 inh, CSN inh, TbMetRS inhib, NadD block, DNMT1 inh, LMPTP block, STEP inh, Scp1 inh
#6 COc1ccc2c(c1OC)C(=O)N1c3ccccc3N=C(c3ccc([N+](=O)[O-])cc3)CC21 (stereo not drawn)
    -25, 0.2, i, 2, 1.0, 8, 62*, -0.1, 0, -4

Three entries out of the list, ordered by molar mass, low to high:
Every second line gives: SUMO1-SIM PPI, MsrA inhibitor, Rpn11 inh, CSN inh, TbMetRS inhib, NadD block, DNMT1 inh, LMPTP block, STEP inh, Scp1 inh
#5 CCC(=O)N1CCN=C1SCc1ccccc1
    1, -0.1, i, -8, -0.3, 10, -3, -0.9, 3, -2
#7 O=C(Nc1cccc(O)c1)C1CCCN1C(=O)OCc1ccccc1 (stereo not drawn)
    -2, 0.2, i, 1, -1.1, 1, -1, 0.3, 0, -3
#2 Cc1c(C(=O)CN2CCN(c3ccccc3)CC2)c2ccccc2n1C
    -6, 0.3, i, -2, -0.2, 0, 0, 0.3, 0, -9

The listing continues:
Every second line gives: SUMO1-SIM PPI, MsrA inhibitor, Rpn11 inh, CSN inh, TbMetRS inhib, NadD block, DNMT1 inh, LMPTP block, STEP inh, Scp1 inh
#11 Cc1cccc(NC(=O)COC(=O)CN2C(=O)C3CCCCC3C2=O)c1C (stereo not drawn)
    2, -0.3, i, 2, -0.3, -3, 0, -1.0, 0, x
#12 O=C(COc1ccc(Cl)cc1)NCc1nnc(SCC(=O)Nc2ccc(F)cc2F)o1
    -6, 1.0, i, -3, -0.5, -5, 4, -0.1, -2, -2
#13 COc1ccc(-c2ccc(N)cn2)cn1
    2, 0.6, i, -6, -0.3, -11, 5, -1.7, -2, -6
#14 CCn1c(=O)cc(SCC(=O)N2CCN(c3ccccn3)CC2)c2ccccc21
    5, 1.5, i, 0, -0.1, -2, 0, 0.2, 12, -8
#15 CN1C(=O)N(C)c2cccc3cccc1c23
    -8, 0.9, i, -1, 0.1, -1, 1, 1.2, -1, -2
#16 NC(=O)NCC(=O)N1CCN(S(=O)(=O)c2ccc(Cl)s2)CC1
    -1, 0.2, i, -5, -0.3, 0, 1, -1.2, 1, -5
#17 C=CCn1c(SCc2ccc(C(=O)Nc3ccccc3)cc2)nnc1-c1ccccc1
    2, x, i, 0, -0.9, 6, -5, 1.6, 2, 7
#18 CC(=O)Nc1c2c(nn1-c1ccccc1C)CS(=O)C2 (stereo not drawn)
    -2, -0.2, i, 3, 0.3, -3, 3, -0.8, -2, 6
#19 Cc1ccc(C(=O)CC(=O)c2ccc(C)cc2O)cc1
    -5, 1.6, i, 2, -0.7, 2, 2, 0.5, 3, -15
#20 COc1ccc(F)cc1-c1cc(NC=O)c2ncc(-c3cccc(C(F)(F)F)c3)n2c1
    3, 0.7, i, 2, -0.3, 9, -13, 1.6, -2, x

(list continues)
Every second line gives: SUMO1-SIM PPI, MsrA inhibitor, Rpn11 inh, CSN inh, TbMetRS inhib, NadD block, DNMT1 inh, LMPTP block, STEP inh, Scp1 inh
#21 Cc1ccc(/C=C/c2nnc(-c3cccc(C)c3)o2)cc1
    0, -0.3, i, -6, -0.3, -1, -1, 1.6, 2, -9
#22 O=C(COC(=O)/C=C/c1nc2ccccc2s1)Nc1ccccc1Oc1ccccc1
    0, 0.8, i, 5, -1.0, -5, -7, 3.6, -1, -5
#23 O=C(NCC1CCCO1)c1cccc(N2C(=O)C3C4C=CC(C4)C3C2=O)c1 (stereo not drawn)
    0, -1.6, i, 2, -0.2, -5, 2, -0.6, -1, -8
#24 Cc1ccc(/C(O)=C2\C(=O)C(=O)N(Cc3cccnc3)C2c2ccccc2[N+](=O)[O-])cc1 (stereo not drawn)
    -17, 2.5, i, -13, -0.1, 5, -10, 0.5, 2, -8
#25 COCCNC(=O)c1cc2c(=O)[nH]c3ccccc3c2s1
    -10, 3.8, i, 0, -0.6, -9, 6, -0.6, 2, -9
#26 CSCCC(c1nnnn1C1CCCC1)N1CCN(C/C=C/c2ccccc2)CC1 (stereo not drawn)
    2, -0.8, i, 7, 1.1, -2, 2, -1.8, -2, x
#27 CN(C)CCCNC(=O)c1cc(C(=O)c2ccc(F)cc2)c[nH]1
    -1, -1.4, i, -2, 0.3, 2, -1, -0.4, -1, -7
#28 COc1cccc(CC2(CO)CCCN(S(=O)(=O)N(C)C)C2)c1 (stereo not drawn)
    -2, -0.7, i, 1, -0.1, 0, 0, -0.5, -1, -4
#29 O=C(Cn1cc(C(=O)C2CC2)c2ccccc21)NC1CCCC1
    -2, -0.5, i, 1, 0.0, -5, 0, -2.5, -2, 5
#30 COc1ccc(-c2[nH]c3ccccc3c2SCCN)cc1
    0, 0.7, i, -7, -0.4, -2, -14, 1.1, -1, 16

Next part:
Every second line gives: SUMO1-SIM PPI, MsrA inhibitor, Rpn11 inh, CSN inh, TbMetRS inhib, NadD block, DNMT1 inh, LMPTP block, STEP inh, Scp1 inh
#31 COc1cccc(-c2cnc(C(O)c3ccc(Cl)c(Cl)c3)[nH]2)c1 (stereo not drawn)
    1, 1.1, i, 0, 0.5, 0, -3, 0.0, -2, x
#32 COc1ccc(NC(C)=O)cc1S(=O)(=O)Nc1ccc(C(=O)N2CCCC2)cc1
    -6, -1.0, i, 1, -0.5, -2, 3, -2.4, -4, -1
#33 O=C(c1ccc(Br)o1)N1CCN(Cc2ccccc2Cl)CC1
    4, -0.8, i, -5, -0.5, 3, -2, -1.1, 1, -18
#34 Cc1ccc(NC(=O)c2ccc(S(=O)(=O)N3CCCC3)cc2)cc1
    2, 0.9, i, 0, -2.5, 6, 3, 0.7, -5, -4
#35 CCOC(=O)C(C)Sc1nc2ccccc2c(=O)n1CC1CCCCC1 (stereo not drawn)
    2, -0.5, i, 2, 1.9, -6, -5, 4.0, 1, -8
#36 CCc1nnc(NC(=O)CCC(=O)NC2CCCc3ccccc32)s1 (stereo not drawn)
    0, -0.1, i, -3, -1.0, -3, 4, 0.8, -3, -3
#37 COc1cc(CN2CCNC(=O)C2CC(=O)N(Cc2nccn2C)C(C)C)cc(OC)c1 (stereo not drawn)
    -2, 1.0, i, -1, -1.4, -4, 9, 7.9, -1, -11
#38 CC(=O)N1CCOc2ccc(S(=O)(=O)NCc3ccccc3Cl)cc21
    2, -0.6, i, -3, 0.2, -2, 0, -1.6, -1, -5
#39 CCCN(CCC)S(=O)(=O)c1ccc(C(=O)Nc2nnc(CSC)o2)cc1
    1, -0.7, i, -2, 0.1, 4, 4, 0.1, 2, -9
#40 CCN(c1ccccc1)S(=O)(=O)c1ccc(C(=O)Nc2nnc(-c3ccco3)o2)cc1
    4, 1.1, i, 3, -1.0, 23, 4, 0.9, 0, 1

Next section:
Every second line gives: SUMO1-SIM PPI, MsrA inhibitor, Rpn11 inh, CSN inh, TbMetRS inhib, NadD block, DNMT1 inh, LMPTP block, STEP inh, Scp1 inh
#41 CCCCOc1ccc(C(=O)Nc2cccc(C)n2)cc1
    -1, 0.3, i, 3, -1.6, -5, -2, 0.4, -1, -1
#42 CC(/C=C1\SC(=S)N(NC(=O)c2ccc(O)cc2)C1=O)=C\c1ccccc1
    20, -0.3, i, 3, -0.1, -1, 4, 1.1, 1, -12
#43 O=C(Nc1ccc(Oc2ccccc2)cc1)c1csc([C@@H]2C[C@H](O)[C@@H](CO)O2)n1
    5, -0.8, i, 1, -0.2, -12, 0, -0.7, -4, x
#44 Cn1ncc(Cl)c1C(=O)Nc1ccc2c(c1)CCC2
    17, 1.6, i, 4, -0.6, -9, 0, -2.0, 2, -2
#45 CN1CCN(CCC2Oc3cc([N+](=O)[O-])ccc3NC2=O)CC1 (stereo not drawn)
    -20, 1.1, i, 1, 0.3, -8, 1, -0.8, 0, -10
#46 COc1ccc(NC(=O)N(C)[C@H]2C[C@H]3c4[nH]c5ccccc5c4CCN3C(=O)[C@H]2CO)cc1
    4, 0.4, i, 0, 0.4, 8, -9, -0.6, -1, x
#47 Cc1cccc2cc(C#N)c(SCC(=O)N3CCC(C)CC3)nc12
    -6, 1.0, i, -5, -1.8, 1, -4, 0.2, 3, -3
#48 Cc1cc(C)n2nc(SCC(=O)NC(=O)c3ccccc3Cl)nc2n1
    6, 0.6, i, 3, -0.2, -6, 23, 1.2, 7, 25
#49 Nc1nonc1-n1nnc(C(=O)N/N=C/c2ccc(OCc3ccccc3)cc2)c1CN1CCCCC1
    -5, 1.0, i, 4, -0.3, 22, 2, 4.5, 2, -9
#50 CCOc1ccc2oc(C(=O)NCC(c3ccco3)N(C)C)c(C)c2c1 (stereo not drawn)
    -2, -0.7, i, 5, -0.4, -3, -1, 1.3, 0, -5
